Bioassay records deposited in PubChem BioAssay by several laboratories.
Calpain2 inh – blocks pig calpain II enzyme activity; purified calpain II, fluorogenic peptide substrate, 30 min; inhibition, % at 16 µM; actives 0.37% (n = 220,000);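 active = inhibition above about 50%, limit read from the data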
eIF4E-4G inh – eIF4E/eIF4G interaction inhibition in translation initiation | P63073+Q04637 | TR-FRET eIF4E-eIF4GI(517-606) binding, 2 h | inhibition, % at 21.7 µM | actives 0.37% (n = 220,000) | AID 782;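 active = inhibition above about 30%, limit read from the data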;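 note: 0% = full FRET control wells and 100% = background wells lacking eIF4GI fragment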
Hck-Nef inh – blocks Nef-activated human Hck kinase | inhibition, % at 20 µM | AID 463187 | actives 0.68% (n = 220,000) | Recombinant Hck-YEEI plus Nef, Z-Lyte FRET kinase assay | P08631;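 active = Hck-Nef kinase inhibition above about 50%, limit read from the data; inactive = inhibition below that limit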;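 note: 0% = DMSO with Hck plus Nef and 100% = Hck alone without Nef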
L929 necroptosis – L929 zVAD cell death inhibition; L929 zVAD necroptosis rescue, ATP luminescence, 24 h; with zVAD 60 µM; viability rescue, % at 10 µM; actives 0.38% (n = 220,000); AID 1377;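 active = activation, scaled between plate controls, above about 75%, limit read from the data; inactive = activation under that limit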;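 note: 0% = zVAD with DMSO and 100% = DMSO alone without zVAD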
PGE2 EP2 inh – inhibitors of human EP2 prostaglandin E2 receptor | AID 1422 | P43116 | actives 0.52% (n = 260,000) | inhibition, % at 25 µM | C6 glioma cells expressing human EP2, cAMP TR-FRET; cells stimulated with saturating PGE2;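 active = percent inhibition above 40 after rounding to a whole number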;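 note: rat C6 glioma host cells with rolipram phosphodiesterase inhibitor present; the protocol text gives 20 µM as final concentration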
Target sequence (P43116 whole entry, looked up): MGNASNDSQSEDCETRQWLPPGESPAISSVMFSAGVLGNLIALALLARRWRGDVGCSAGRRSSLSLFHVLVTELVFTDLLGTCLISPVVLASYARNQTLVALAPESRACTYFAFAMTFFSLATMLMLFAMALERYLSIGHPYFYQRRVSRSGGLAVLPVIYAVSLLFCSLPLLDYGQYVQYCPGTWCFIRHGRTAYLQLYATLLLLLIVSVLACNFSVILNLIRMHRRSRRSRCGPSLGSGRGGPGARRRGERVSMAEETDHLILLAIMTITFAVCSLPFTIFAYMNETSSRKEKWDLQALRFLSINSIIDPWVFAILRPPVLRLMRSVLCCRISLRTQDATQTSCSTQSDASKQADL
Rad51 HR inh – blocks human Rad51 in homologous recombination | hRad51 DNA strand exchange, fluorescence dequenching | Q06609 | inhibition, % at 10 µM | actives 0.085% (n = 200,000);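 active = inhibition above 40% at the single screening dose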;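 note: 0% = DMSO control wells and 100% = blanks with heterologous ssDNA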
Target sequence (Q06609 whole entry, looked up): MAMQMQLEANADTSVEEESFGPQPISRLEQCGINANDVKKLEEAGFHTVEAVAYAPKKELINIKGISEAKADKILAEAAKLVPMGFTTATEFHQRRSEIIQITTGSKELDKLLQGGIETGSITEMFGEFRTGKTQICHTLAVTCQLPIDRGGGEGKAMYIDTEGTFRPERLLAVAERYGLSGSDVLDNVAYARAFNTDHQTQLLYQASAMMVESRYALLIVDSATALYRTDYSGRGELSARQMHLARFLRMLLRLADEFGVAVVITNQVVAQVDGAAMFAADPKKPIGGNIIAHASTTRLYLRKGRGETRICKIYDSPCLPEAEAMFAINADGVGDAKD
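Test system – preformed human Rad51 ssDNA filaments · Reagent – Donor/quencher-labelled 47-bp dsDNA substrate · Incubation – 37 °C 15-min filament assembly, 30-min compound preincubation, 15-min exchange · Signal – FRET fluorescence dequenching, excitation 485 nm, emission 520 nm · Read-out – percent inhibition from fluorescence, normalised to plate control and blank means · Benchmarks – plate control and blank wells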
TbHK1 inh – blocks Trypanosoma brucei hexokinase 1 activity; recombinant TbHK1, G6PDH-coupled NADH A340; inhibition, % at 10 µM; actives 0.11% (n = 220,000); AID 1430;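 active = inhibition of 50% or more in the single-dose primary screen; inactive = inhibition below 50%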
EP2 modulator – modulates human prostaglandin E2 receptor EP2 signaling | actives 0.83% (n = 260,000) | induction, % at 25 µM | P43116 | EP2-expressing cells, cAMP HTRF FRET, PGE2 co-stimulation;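 active = compounds whose cAMP rise, as percent of the full-agonist control response, exceeds 60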;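 note: rat C6 glioma line stably carrying human EP2 under a CMV promoter; the protocol text gives 20 µM as final concentration; 100% = response of wells given 1 µM PGE2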
14-3-3 Bad inh – disrupts binding of bovine 14-3-3 zeta to phospho-Bad peptide; TR-FRET 14-3-3zeta/Dy647-pBad peptide displacement, 1 h; inhibition, % at 21.7 µM; P63103; actives 0.71% (n = 220,000); AID 781;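 active = inhibition above about 70%, limit read from the data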;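 note: 0% = full 14-3-3 plus peptide FRET controls and 100% = background without 14-3-3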
Target sequence (P63103 whole entry, looked up): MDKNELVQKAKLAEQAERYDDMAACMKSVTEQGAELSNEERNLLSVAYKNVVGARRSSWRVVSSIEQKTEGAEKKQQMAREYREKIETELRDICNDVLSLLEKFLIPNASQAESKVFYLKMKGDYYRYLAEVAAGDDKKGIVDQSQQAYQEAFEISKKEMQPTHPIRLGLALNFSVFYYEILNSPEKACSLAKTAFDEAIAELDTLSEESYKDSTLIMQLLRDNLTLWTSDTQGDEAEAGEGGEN
Starred values were filed as active, the others as inactive; . = no result given; & = joins results of further samples; [ ] = another dose, or the depositor's remark. Not all compounds are listed, so the mix of outcomes need not match the whole.

SMILES | Calpain2 inh | eIF4E-4G inh | Hck-Nef inh | L929 necroptosis | PGE2 EP2 inh | Rad51 HR inh | TbHK1 inh | EP2 modulator | 14-3-3 Bad inh
COc1cc(CCCN2C(N)=NC[C@H]2Cc2ccc(O)cc2)cc(OC)c1OC | -4 | 0 | 29 | 0.6 | 20 | -1 | 12 | -10 | -1
CCOc1ccc(-c2csc(NC(=O)CSCC(=O)O)n2)c2ccccc12 | -37 | 1 | 16 | 1.8 | 11 | 3 | -10 | 55 | 1
O=[N+]([O-])c1cccc(COc2ncnc3cc([N+](=O)[O-])ccc23)c1 | 21 | 5 | 17 | 0.0 | 17 | . | -25 | -29 | 9
COc1ccc(-c2nc(CSCC(=O)N3CCN(C4CCCCC4)CC3)c(C)o2)cc1OC | . | . | 4 | -0.1 | 5 | -7 | -8 | . | .
COC(=O)c1c(C)oc2ccc(OC(=O)c3cccs3)cc12 | 20 | -3 | 2 | -0.1 | 12 | -3 | 3 | -10 | 1
Cc1ccc(-c2nnc(SCC(=O)Nc3ccc4c(c3)oc3ccccc34)n2C)c(Cl)c1 | -4 | 8 | -17 | -0.3 | 10 | -3 | 1 | -52 | -6
O=C(CCN1CCN(Cc2ccccc2)CC1)NNC(=O)Cc1ccc(Cl)c(Cl)c1 | -4 | 17 | 3 | 0.6 | 8 | 8 | 0 | 11 | -1
CC(C)OCCCNC(=S)NNC(=O)c1ccc(Cl)c(Cl)c1 | 26 | 0 | -5 | 0.6 | 5 | -3 | -14 | -31 | -14
OC(COCc1ccc(Cl)cc1)CN1CCN(CC(O)COCc2ccc(Cl)cc2)CC1 (stereo not given) | 1 | 2 | 1 | 4.1 | 9 | 3 | 0 | -3 | -3
COc1cc(/C=C/C(=O)OCC(=O)c2c[nH]c3ccccc23)ccc1OC(F)F | 7 | -1 | 2 | 0.2 | 12 | 9 | -3 | -26 | -5[fluorescence artefact?]
CC(=O)NC(CC(=O)O)c1ccc([N+](=O)[O-])cc1 (stereo not given) | -8 | 3 | 9 | 0.1 | 11 | 22 | -13 | -4 | 0
Cc1ccc(CNCCC2=CCCCC2)cc1 | -33 | -17 | 8 | 0.0 | 5 | -4 | 0 | -7 | -5
COC(=O)[C@@H]1C[C@@]2(O)[C@H](O)[C@H](O)[C@H](O)C[C@H]2N1Cc1ccc(C)s1 | 4 | -2 | 31 | 0.3 | 9 | -5 | -9 | 2 | 0
O=C(O)c1c2c(nc3ccccc13)-c1ccccc1CC2 | -20 | -1 | 25 | -0.2 | 17&6 | -10 | -22 | 15&26 | -2
COc1ccc(N=C2SC(CC(=O)Nc3ccccc3)C(=O)N2Cc2ccco2)cc1 (stereo not given) | 13 | 4 | 2 | 1.6 | 6 | -6 | -2 | 5 | 3

An excerpt from above in order of molar mass, lowest first:
SMILES | Calpain2 inh | eIF4E-4G inh | Hck-Nef inh | L929 necroptosis | PGE2 EP2 inh | Rad51 HR inh | TbHK1 inh | EP2 modulator | 14-3-3 Bad inh
COC(=O)c1c(C)oc2ccc(OC(=O)c3cccs3)cc12 | 20 | -3 | 2 | -0.1 | 12 | -3 | 3 | -10 | 1
O=[N+]([O-])c1cccc(COc2ncnc3cc([N+](=O)[O-])ccc23)c1 | 21 | 5 | 17 | 0.0 | 17 | . | -25 | -29 | 9
COc1cc(CCCN2C(N)=NC[C@H]2Cc2ccc(O)cc2)cc(OC)c1OC | -4 | 0 | 29 | 0.6 | 20 | -1 | 12 | -10 | -1
CCOc1ccc(-c2csc(NC(=O)CSCC(=O)O)n2)c2ccccc12 | -37 | 1 | 16 | 1.8 | 11 | 3 | -10 | 55 | 1
O=C(CCN1CCN(Cc2ccccc2)CC1)NNC(=O)Cc1ccc(Cl)c(Cl)c1 | -4 | 17 | 3 | 0.6 | 8 | 8 | 0 | 11 | -1

Further entries.
SMILES | Calpain2 inh | eIF4E-4G inh | Hck-Nef inh | L929 necroptosis | PGE2 EP2 inh | Rad51 HR inh | TbHK1 inh | EP2 modulator | 14-3-3 Bad inh
COc1ccc(/C(O)=C2/C(=O)C(=O)N(CCCN(C)C)C2c2ccc(C)o2)cc1Cl (stereo not given) | 4 | 1 | 0 | 0.4 | 8 | -8 | -14 | 17 | -16
CN1CC=C2C(C#N)=C(N)C(C#N)(C#N)[C@H](c3ccoc3)[C@H]2C1 | -4 | -5 | 38 | 0.2 | 10 | -20 | -13 | 4 | 11[fluorescence artefact?]
CC(C)(C)c1cc(C(=O)NN)n(Cc2ccc(Cl)cc2Cl)n1 | 17 | 3 | 10 | 4.0 | 5 | 10 | 27 | -20 | -5
Cc1ccc(-n2ncc3c(Nc4cccc(C(=O)O)c4)ncnc32)cc1 | 10 | -1 | -2 | 0.5 | . | 6 | -5 | 19 | 3
O=P(Cc1cc[n+]([O-])cc1)(c1ccccc1)c1ccccc1 | 0 | 5 | -1 | -0.1 | 5 | -11 | -4 | -9 | 13
COC(=O)c1ccc(N2C(=O)CC(SCCN)C2=O)cc1 (stereo not given) | -46 | 1 | 2 | 3.6 | 15 | 3 | 3 | 32 | 3
COCCCNS(=O)(=O)c1ccc(SC)cc1 | 8 | -1 | 4 | 0.6 | 11 | -4 | 31 | -8 | -11
S=C(NCC1CCCO1)NC1CC1 (stereo not given) | -11 | 2 | 21 | 0.5 | 0 | -1 | -3 | 17 | -5
COc1ccc(CC(=O)Nc2ccc(-c3cn4ccc(C)cc4n3)cc2)cc1 | -37 | -9 | 8 | 81* | 23 | 8 | -8 | -36 | -12
O=C(Nc1ccc2c(c1)OCCO2)C1CCCN1S(=O)(=O)c1cccc2cccnc12 (stereo not given) | 10 | -1 | -2 | 1.8 | 10 | 4 | 0 | -10 | 4
Fc1ccc(CSc2nnc(-c3ccncc3)o2)cc1 | 6 | 1 | -19 | -0.4 | 9 | 5 | -7 | 10 | -9
CN(C)N(C)C(=O)C(O)(c1ccccc1)c1ccccc1 | 0 | 4 | 15 | 2.9 | 1 | 6 | -3 | 21 | -8
CCOC(=O)C1(CC2CC2)CCN(S(=O)(=O)C[C@]23CC[C@H](CC2=O)C3(C)C)CC1 | 38 | 2 | 10 | 0.5 | 8 | -2 | 5 | -45 | -7
CN1CCCN(S(=O)(=O)c2ccc(Cl)c(Cl)c2)CC1 | 32 | -1 | 20 | 1.2 | 2 | 7 | -2 | -2 | -4
S=c1[nH]nc(-c2ccc3ccccc3n2)n1-c1ccc2ncccc2c1 | -21 | 5 | 4 | 0.2 | 10 | -9 | 14 | -10 | -11
Cc1ccc(N(C)C(=O)c2ccc(CNc3c(N4CCC(C)CC4)c(=O)c3=O)cc2)cc1 | 21 | -1 | 12 | -0.5 | 6 | -3 | -3 | -37 | 1
Cc1cc(N)c(NC2=CC(=O)CC(C)(C)C2)cc1C | 0 | 1 | 10 | 1.0 | 7 | 2 | 28 | -21 | -1
O=C(NCC1CCCO1)c1ccc(COCC(F)(F)C(F)F)cc1 (stereo not given) | -24 | 6 | 1 | -0.5 | -3 | 0 | -12 | 14 | 4
COc1ccc(-n2c(SC)nnc2-c2c[nH]c3ccccc23)cc1 | -11 | 4 | 4 | 1.1 | 9 | 0 | 1 | -1 | 1
COc1ccc(-c2nc(N)n(C(=O)c3cccs3)n2)cc1 | -37 | 1 | 16 | 1.3 | 8 | 15 | 4 | -1 | -9
O=S(=O)(c1ccc(Br)cc1)N1CCCC1c1nc2ccccc2s1 (stereo not given) | 21 | 2 | 0 | -0.2 | 5 | -7 | -3 | 4 | 14
COc1ccc(N2CCN(Cc3nc4c(c(=O)n(C)c(=O)n4C)n3CCc3ccccc3)CC2)cc1 | -71 | 1 | 0 | 1.5 | 14 | 4 | -12 | 5 | 6
COC(=O)c1ccc(Cn2cc([N+](=O)[O-])cn2)cc1 | 25 | 0 | -2 | 0.1 | 4 | -19 | -2 | 6 | -1
CCN(CC)c1ccc(/C=N/NC(=O)c2cc(C)nc3ccccc23)cc1 | 7 | 9 | 0 | 0.8 | 7 | . | -35 | -18 | 1
Cc1cc(O)c(N)c(C)c1Cl | -35 | -4 | 23 | 8.2 | 10 | -2 | 4 | -1 | -7
CC(=O)c1c(C)[nH]c(C(=O)OCc2cccc(Cl)c2)c1C | 54* | 1 | 20 | 79* | 2 | 15 | 10 | -55 | 15
NS(=O)(=O)c1ccc(NC(=S)N2CCN(Cc3ccc4c(c3)OCO4)CC2)cc1 | -10 | 1 | 16 | 0.6 | 5 | 8 | 1 | -40 | -8
O=C(Nc1sc2c(c1C(=O)NCc1ccco1)CCCC2)c1ccc2c(c1)OCO2 | -212 | 9 | 19 | 0.2 | 6 | 3 | -1 | 49 | -1
COc1ccc(S(=O)(=O)Nc2cc3c(C(C)=O)c(C)oc3c3ccccc23)cc1 | -62 | 6 | -1 | -1.3 | 7 | 0 | -16 | -6 | 7
CC1CCCC(NC(=O)COC(=O)COc2ccccc2Cl)C1C (stereo not given) | 9 | -5 | 21 | 1.0 | 5 | 1 | 0 | 37 | -8
CC(C)c1nnc(NC(=O)C2CCCO2)s1 (stereo not given) | -38 | 0 | 24 | 4.2 | 4 | -1 | 4 | 10 | -7
CCn1c(SCC(=O)c2ccc3c(c2)OCCO3)nnc1C(C)C | . | . | 3 | 1.0 | 10&9 | 3 | 24 | 1 | .
CCN(Cc1ccccc1)c1ccc(/C=N/N=C(N)N)cc1 | -206 | 23 | 12 | -2.3 | 12 | 8 | -84 | -82 | 12[fluorescence artefact?]
COc1ccc2c(c1)CCc1c(C(=O)NCCN3CCOCC3)noc1-2 | -5 | 2 | -2 | 6.2 | 2 | -1 | -8 | 3 | 6
COc1cccc(OCc2nc3c4cnn(-c5ccccc5)c4ncn3n2)c1 | -4 | 1 | 3 | 0.3 | 8 | -5 | -14 | 31 | 17[fluorescence artefact?]
CCc1ccc(N(CC(=O)Nc2ccccc2C(=O)N2CCOCC2)S(C)(=O)=O)cc1 | -3 | 4 | 0 | 0.4 | 5 | -3 | 36 | 19 | 3
COC(=O)c1sc(OC)cc1OCc1ccc(C)cc1 | 3 | 0 | 3 | 1.7 | 19 | -2 | -4 | 25 | 6[fluorescence artefact?]
C/C(=N\N=C\c1ccccc1)c1nnn(-c2nonc2N)c1C | 9 | 2 | 0 | -0.2 | 13 | 5 | -12 | 16 | 9
COc1ccc(OC)c2[nH]c(=O)c(CCNS(=O)(=O)c3ccccc3)cc12 | -54 | 3 | 0 | -0.1 | . | . | -13 | 21 | 8
CC(=O)c1ccc(NC(=O)c2cccs2)cc1 | -19 | 13 | -2 | -0.9 | 3 | -1 | -18 | -5 | -4
CCCNC(=S)NCc1ccc(Cl)cc1 | -2 | 21 | 2 | -0.1 | 0 | 15 | 2 | 9 | -11[fluorescence artefact?]
COc1ccc(C(=S)NCS(=O)(=O)c2ccc(C)cc2)cc1 | 13 | 3 | 25 | 0.7 | 14 | . | -4 | -25 | 7[fluorescence artefact?]
Cc1cc(C)nc(N2CCCC(C(=O)NCc3ccccc3)C2)n1 (stereo not given) | -27 | 2 | 8 | -1.1 | 13 | -6 | -4 | 17 | 4[fluorescence artefact?]
COc1cc2nc(SCc3ccc(F)cc3)n(Cc3cccs3)c(=N)c2cc1OC | -44 | -3 | 1 | 0.9 | 9 | -5 | -11 | 5 | -1
CCN1C(=O)CC(N2CCN(c3ccc(Cl)cc3)CC2)C1=O (stereo not given) | -14 | -1 | 1 | 0.0 | 9 | 6 | -1 | -21 | -8
COc1cc(C2C(C#N)=C(N)OC3=C2C(=O)CC(C)(C)C3)ccc1OCCN1CCOCC1 (stereo not given) | -24 | -1 | 20 | 1.0 | 10 | -8 | -18 | -6 | -6
